Screening data (PubChem)
AmpC det inh: Promiscuous and Specific Inhibitors of AmpC Beta-Lactamase (assay with detergent); Potency, µM (titrated, usually from 28.7 µM), for the others: top-dose activity change, negative = inhibition; purified AmpC, nitrocefin hydrolysis with detergent; P00811; 71,000 tested, 0.09% active; active = well fitted curve in the direction sought with a large enough effect
Target sequence (P00811 whole entry, looked up): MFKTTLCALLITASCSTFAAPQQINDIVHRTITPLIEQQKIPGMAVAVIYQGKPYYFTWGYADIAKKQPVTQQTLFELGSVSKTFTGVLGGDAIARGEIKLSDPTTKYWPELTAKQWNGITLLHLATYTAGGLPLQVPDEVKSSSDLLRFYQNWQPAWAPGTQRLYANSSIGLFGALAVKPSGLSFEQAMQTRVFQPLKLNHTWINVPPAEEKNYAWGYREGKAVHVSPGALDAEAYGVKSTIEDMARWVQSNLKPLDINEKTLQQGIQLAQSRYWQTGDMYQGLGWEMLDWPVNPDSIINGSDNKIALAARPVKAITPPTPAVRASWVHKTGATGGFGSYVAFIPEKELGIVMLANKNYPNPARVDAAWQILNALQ
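E. coli AmpC (5.3 nM) in 20 mM phosphate pH 7.0 with 0.01% Triton X-100, preincubated 15 min RT with compound; nitrocefin (2 uL of 800 uM stock) hydrolysis followed by 480 nm absorbance every 20 s over 4 min.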
Numbers without * were called inactive; [ ] = dose if it differs, or a comment. % is set by controls: 0 for no effect and ±100 for the full control effect; potency is the fitted concentration of half-maximal effect.

The opening 24 records (preview)
SMILES | AmpC det inh
CO[C@@H]([CH2][Hg])CN1C(=O)c2ccccc2S1(=O)=O.Cn1c(=O)c2nc[nH]c2n(C)c1=O | -3%[5.75 µM]
COc1ccc(OCc2nnc3n2N=C(c2ccc(OC)cc2)CS3)cc1 | 14%
COC(=O)[C@@H]1[C@@H]2C[C@H]3c4[nH]c5cc(OC)ccc5c4CCN3C[C@@H]2C[C@H](OC(=O)c2cc(OC)c(OC)c(OC)c2)[C@H]1OC | 14%[12.8 µM]
Cc1c(C)c2ccc(OCC(=O)N(C)C)c(C)c2oc1=O | -3%
CCOC(=O)C1CCN(c2c(NC3CCCCCCC3)c(=O)c2=O)CC1 | 6%
CCOC(=O)N1CCN(C(=O)c2sc3nc(-c4ccc(F)cc4)cn3c2C)CC1 | -4%
COc1ccc(OCc2nnc(SCC(N)=O)n2-c2ccccc2OC)cc1 | -4%
C=CCc1cc(C(=O)N2CCCCC2)ccc1O | -3%
COc1ccc(-c2nc(C#N)c(NCC3CCCO3)o2)cc1OC (configuration not stated) | -4%
COc1cc(-c2nnc(SCC(=O)c3ccc(C)cc3)o2)cc(OC)c1OC | -5%
CC(=O)c1ccc(OCC(O)CN2CCN(CCO)CC2)cc1 (configuration not stated) | 11%
O=C(Nc1ccc(F)cc1F)N1CCCCC1c1cccnc1 (configuration not stated) | 3%
Cc1ccc(/C(O)=C2\C(=O)C(=O)N(CCN(C)C)C2c2ccccc2F)cc1 (configuration not stated) | 9%
N[C@H](CO)C(=O)NCC(=O)O | -1%[5.75 µM]
O=C(Nc1ccc(N2CCN(C(=O)c3ccco3)CC2)c(Cl)c1)c1cccs1 | -2%
COC(=O)[C@@]1(Cc2ccc(OC)cc2)[C@H]2c3cc(C(=O)N(C)C)n(Cc4cc(C)n(C)n4)c3C[C@H]2CN1C(=O)c1ccccc1 | 1%
O=C(Nc1ccc(Br)c(Cl)c1)c1ccco1 | -5%
O=c1c2ccccc2n(Cc2ccc(Cl)cc2)c(=O)n1Cc1ccco1 | 9%
N#Cc1c(N)nc2c(c1-c1ccncc1)CCCCCC2 | -1%
CCOCCCNC(=O)c1[nH]c(C)c(C(C)=O)c1C | 0%
COc1ccc(-c2c(C)n([O-])c3c([n+]2=O)CCC3)cc1OC | -7%
CCOc1ccc(C(=O)OCn2nnc3ccccc3c2=O)cc1OC | -6%
ClC1=C(Cl)C2(Cl)C3C4C=CC(C4)C3C1(Cl)C2(Cl)Cl (configuration not stated) | 8%
Cc1cc(C)n(C(=O)CNc2cccc(Cl)c2C)n1 | -7%

All compounds of this part, repeating the preview:
SMILES | AmpC det inh
CO[C@@H]([CH2][Hg])CN1C(=O)c2ccccc2S1(=O)=O.Cn1c(=O)c2nc[nH]c2n(C)c1=O | -3%[5.75 µM]
COc1ccc(OCc2nnc3n2N=C(c2ccc(OC)cc2)CS3)cc1 | 14%
COC(=O)[C@@H]1[C@@H]2C[C@H]3c4[nH]c5cc(OC)ccc5c4CCN3C[C@@H]2C[C@H](OC(=O)c2cc(OC)c(OC)c(OC)c2)[C@H]1OC | 14%[12.8 µM]
Cc1c(C)c2ccc(OCC(=O)N(C)C)c(C)c2oc1=O | -3%
CCOC(=O)C1CCN(c2c(NC3CCCCCCC3)c(=O)c2=O)CC1 | 6%
CCOC(=O)N1CCN(C(=O)c2sc3nc(-c4ccc(F)cc4)cn3c2C)CC1 | -4%
COc1ccc(OCc2nnc(SCC(N)=O)n2-c2ccccc2OC)cc1 | -4%
C=CCc1cc(C(=O)N2CCCCC2)ccc1O | -3%
COc1ccc(-c2nc(C#N)c(NCC3CCCO3)o2)cc1OC (configuration not stated) | -4%
COc1cc(-c2nnc(SCC(=O)c3ccc(C)cc3)o2)cc(OC)c1OC | -5%
CC(=O)c1ccc(OCC(O)CN2CCN(CCO)CC2)cc1 (configuration not stated) | 11%
O=C(Nc1ccc(F)cc1F)N1CCCCC1c1cccnc1 (configuration not stated) | 3%
Cc1ccc(/C(O)=C2\C(=O)C(=O)N(CCN(C)C)C2c2ccccc2F)cc1 (configuration not stated) | 9%
N[C@H](CO)C(=O)NCC(=O)O | -1%[5.75 µM]
O=C(Nc1ccc(N2CCN(C(=O)c3ccco3)CC2)c(Cl)c1)c1cccs1 | -2%
COC(=O)[C@@]1(Cc2ccc(OC)cc2)[C@H]2c3cc(C(=O)N(C)C)n(Cc4cc(C)n(C)n4)c3C[C@H]2CN1C(=O)c1ccccc1 | 1%
O=C(Nc1ccc(Br)c(Cl)c1)c1ccco1 | -5%
O=c1c2ccccc2n(Cc2ccc(Cl)cc2)c(=O)n1Cc1ccco1 | 9%
N#Cc1c(N)nc2c(c1-c1ccncc1)CCCCCC2 | -1%
CCOCCCNC(=O)c1[nH]c(C)c(C(C)=O)c1C | 0%
COc1ccc(-c2c(C)n([O-])c3c([n+]2=O)CCC3)cc1OC | -7%
CCOc1ccc(C(=O)OCn2nnc3ccccc3c2=O)cc1OC | -6%
ClC1=C(Cl)C2(Cl)C3C4C=CC(C4)C3C1(Cl)C2(Cl)Cl (configuration not stated) | 8%
Cc1cc(C)n(C(=O)CNc2cccc(Cl)c2C)n1 | -7%
COc1ccc(-c2nc(C#N)c(N3CCN(c4ccccc4)CC3)o2)cc1 | 10%
Cc1cc(NC(=O)C2CC(=O)OC2c2ccccc2)no1 (configuration not stated) | 9%
O=C(Cc1c(C(=O)O)[nH]c2ccccc12)NCCN1CCN(c2ccccc2F)CC1 | 2%
O=C(CSc1nnc2sc3ccccc3n12)N1CCN(c2ccccc2)CC1 | -3%
O=C(O)CSC(NC(=O)c1cccnc1)(C(F)(F)F)C(F)(F)F | 9%
Cc1ccc(CN(C)CCc2ccccn2)cc1 | -3%
CC(C)n1c(/C=C\[C@@H](O)C[C@@H](O)CC(=O)O)c(-c2ccc(F)cc2)c2ccccc21 | 0%[12.8 µM]
Cc1nc2cnc(N3CCN(C)CC3)nc2n(C[C@H]2CCCO2)c1=O | -6%
Cc1ccc(Nc2nc(N)nc(CN3CCN(Cc4ccc5c(c4)OCO5)CC3)n2)c(C)c1 | -3%
N#Cc1cc2c(=O)n3ccccc3nc2n(Cc2cccnc2)c1=N | -6%
O=C(Cn1cnc2c(nnn2-c2ccc(F)cc2)c1=O)NCc1ccco1 | -6%
O=C(O)CN(CCN(CC(=O)O)CC(=O)O)CCN(CC(=O)O)CC(=O)O | 0%[12.8 µM]
CCC(=O)c1ccc(N2CCN(C(=O)c3ccc(Br)cc3)CC2)c(F)c1 | -1%
COc1ccc(OCC(=O)Nc2ccc(N3CCOCC3)c(Cl)c2)cc1 | -4%
Cc1ccc(NC(=O)Nc2ccc(F)cc2)nc1 | -3%
O=C(Nc1ccc2c(c1)nc1n2CCOC1)c1ccco1 | 3%
O=C(O)CSCCc1ccccn1 | 9%
O=C(COC(=O)c1c2c(nc3ccccc13)CCCC2)Nc1ccc2c(c1)OCO2 | 11%
CN(C)c1ccc(CN2CC=C(c3ccc(F)cc3)CC2)cc1 | 10%
CC(c1cccnc1)N(C(=O)Nc1ccccc1)C1CCCCC1 (configuration not stated) | 6%
COc1ccc(-c2cc(C(F)(F)F)nc(N3CCN(c4ccccc4)CC3)n2)cc1OC | 18%
CC(=NCCN1CCNCC1)C1=C(O)CC(C)(C)CC1=O | 8%
CCOC(=O)C(C)Sc1nnc2n1C(C)(C)Cc1ccccc1-2 (configuration not stated) | 2%
CCN(CC)c1nc(Nc2ccc(Cl)cc2)nc(OCC#N)n1 | -3%
CCOC(=O)c1ccc(NC(=O)Oc2ccccc2)cc1 | -2%
COc1ccc2[nH]c(=O)c(C(c3nnnn3C3CCCC3)N(C)C3CCCCC3)cc2c1 (configuration not stated) | -3%
Additional results.
SMILES | AmpC det inh
N#CCSc1nc2ccccc2c(=O)n1CCC(=O)NCCc1ccccc1 | -3%
COc1cc(Cl)c(C)cc1NC(=O)COc1cc(C)nc(C(C)C)n1 | 0%
COc1cc(NC(=O)c2cc3nc(C)cc(C)n3n2)c(OC)cc1Cl | 0%
Cc1ccc2c(c1)C1CN(C)CCC1N2C(=O)Cn1cnc2c1c(=O)n(C)c(=O)n2C (configuration not stated) | -2%
CCOc1ccc(N(CC(=O)NC2CCCC2)S(=O)(=O)c2c(C)noc2C)cc1 | 3%
O=C(NCCc1ccccc1)c1cnn2c(C(F)F)cc(C3CC3)nc12 | -2%
C=CCc1ccccc1OCCCCN1CCCC1 | -1%
Cn1c(Cn2c(=O)sc3ccccc32)nnc1SCC(=O)NCc1ccc(F)cc1 | 6%
O=C(Cc1c(F)cccc1Cl)N1CCN(C(=O)c2ccco2)CC1 | -1%
Cc1ccc(C(C)C)c(OCc2ccc(-c3nnco3)cc2)c1 | -4%
c1ccc2c(c1)Cc1cc3cc4c(cc3nc1-2)OCO4 | 0%
CC(C)CCNC(=O)NC(=O)COc1ncnc2sccc12 | 16%
CS(=O)(=O)Nc1cccc(-c2cc(NCc3cccs3)ncn2)c1 | 11%
Cc1cccc(N(Cc2ccccc2F)S(C)(=O)=O)c1 | -1%
COc1cc(CN2CCC(C(=O)N3CCN(c4ccccc4F)CC3)CC2)ccc1O | -2%
CN(C/C=C\c1ccccc1)Cc1cccc2ccccc12 | -1%[12.8 µM]
CN(C)C(=O)C1(c2ccccc2)CCN(S(=O)(=O)c2ccccc2)CC1 | 1%
COc1ccc(OC)c(C2CC(=O)C3=C(C2)NC(=O)CC3c2ccc(O)c(OC)c2)c1 (configuration not stated) | 2%
O=C(c1ccco1)N1CCN=C1SCc1ccc(F)cc1 | 4%
COc1cccc(-c2nnc(SCC(=O)Nc3ccc(S(N)(=O)=O)cc3)n2C)c1 | -4%
O=C(C1CCN(S(=O)(=O)c2cccc3cccnc23)CC1)N1CCN(Cc2ccccc2)CC1 | 5%
COc1ccc(NC2=Nc3ccccc3CC2)cc1 | 1%
COC(=O)C(CC(C)C)NC(=O)c1ccc(F)cc1 (configuration not stated) | 0%
Cn1c(=O)c2[nH]c(CS(=O)(=O)Cc3nc4c([nH]3)c(=O)n(C)c(=O)n4C)nc2n(C)c1=O | -1%[5.75 µM]
CN(C)S(=O)(=O)Nc1ccc2c(c1)Cc1ccccc1-2 | -5%
CCCCNC(=O)NS(=O)(=O)c1ccc(C(=O)OC)o1 | -9%
CCOCCCNC(=O)C(c1ccc(Cl)cc1)N1CCN(c2ccccc2)CC1 (configuration not stated) | 3%
COCCCN1C(=O)c2[nH]nc(-c3ccccc3O)c2C1c1ccc(Cl)cc1 (configuration not stated) | -4%
CC(C)Oc1ccc(/C(O)=C2/C(=O)C(=O)N(CCCN3CCOCC3)C2c2ccncc2)cc1 (configuration not stated) | 8%
NC(=O)CSc1nnc(CNc2cccc(Cl)c2)n1CCc1ccccc1 | 8%
COc1ccccc1S(=O)(=O)Cc1ccc(C(=O)N2CCCC2)o1 | 11%
Cc1ccccc1-n1nc(C)c2cc(C(=O)N3CCN(S(=O)(=O)c4ccccc4)CC3)sc21 | -2%
CCCCNc1nc(C)nc2c1nc(-c1ccccc1)n2CCN1CCCCC1 | 9%
COc1ccc(OCC(=O)N2CCN(c3cccc(C(F)(F)F)c3)CC2)cc1 | -2%
Clc1ccccc1-c1ccc2ncnc(N3CCNCC3)c2c1 | 16%
ON(CCc1ccccn1)Cc1ccccc1 | 0%[5.75 µM]
NC(=O)CSc1nnc(COc2ccccc2)n1CCc1ccccc1 | -6%
COC(=O)c1cccc(NC(=O)CSc2nnc(COc3ccc(C#N)cc3)n2-c2ccccc2)c1 | -3%
O=C(O)CCCC(=O)Nc1c(F)c(F)c(F)c(F)c1F | -6%
CCOC(=O)N1CCC(Nc2c(NCCN3CCN(Cc4ccccc4)CC3)c(=O)c2=O)CC1 | 0%
COc1ccc2[nH]c(=O)c(CN(C(C)=O)c3cccc(C)c3)cc2c1 | 0%
CN(C)CCCCCCN(C)C | 15%
Cc1nc2nc(C)c(CCC(=O)N3CCc4ccccc43)c(C)n2n1 | -7%
COCCCNC(=O)C1C2C=CC3(CN(Cc4ccc(C)cc4)C(=O)C13)O2 (configuration not stated) | 0%
N#CCCCSc1nnc(CSc2nc3ccccc3s2)n1-c1ccccc1 | -3%
Cc1ccc(C)c2[nH]c(=O)c(CN(CC3CCCO3)S(=O)(=O)c3ccc4c(c3)OCCO4)cc12 (configuration not stated) | 7%
Cn1nnnc1CCOCCc1nnnn1C | 0%
CCC(=O)N1c2ccc(S(=O)(=O)CCC(=O)Nc3nccs3)cc2CC1C (configuration not stated) | 8%
CCOC(=O)C1CCCN(c2ncnc3c2[nH]c2cccc(OC)c23)C1 (configuration not stated) | -5%
CCCCOC(=O)COc1ccc(Cl)cc1Cl | 9%

Already shown: an excerpt of the list.
SMILES | AmpC det inh
COc1ccc2[nH]c(=O)c(CN(C(C)=O)c3cccc(C)c3)cc2c1 | 0%
CN(C)CCCCCCN(C)C | 15%

Other entries follow.
SMILES | AmpC det inh
CCCc1nc2oc3c(NCCN4CCOCC4)ncnc3c2c2c1CCCC2 | -1%
CC(C)(C)c1ccc(OCC(=O)O)cc1 | -1%
CCn1c(SCC(=O)OC(C)C)nnc1-c1cccc(Cl)c1 | -3%
Cn1c(=O)n(C)c2cc(C(=O)Nc3ccc4c(c3)OCO4)ccc21 | -3%

Some of the compounds tested; count on the stated rates, not on these rows.
